# Rac1 act GTP bind: GTP binding modulators of activated mutant Rac1, primary screen, biochemical, bead-based flow cytometry, multiplex, fluorescent GTP. GST-Rac1 activated beads; actives lie on both sides; 100% means binding = to untreated wells. percent activity (GTP binding), % at 10 µM. hit rate 0.11% among 190,000. AID 764, 2007;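 active means GTP binding at least 20 percentage points away from the 100% baseline, in either direction, so actives lie on both sides; inconclusive means Compound likely fluorescent itself, or too few beads counted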
# ABCG2 block: ABCG2 efflux pump inhibitors, primary screen, multiplex with ABCB1, IgMXP3 cells, flow cytometry. inhibition, % at 6.6 µM. AID 1325, 2008. Broad substrate specificity ATP-binding cassette transporter ABCG2 (Homo sapiens), Q9UNQ0. JC-1 efflux. hit rate 0.1% among 190,000;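 active means inhibition above 80%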;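 further: 0% = DMSO and 100% = nicardipine control wells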
# Target sequence (Q9UNQ0 whole entry, looked up): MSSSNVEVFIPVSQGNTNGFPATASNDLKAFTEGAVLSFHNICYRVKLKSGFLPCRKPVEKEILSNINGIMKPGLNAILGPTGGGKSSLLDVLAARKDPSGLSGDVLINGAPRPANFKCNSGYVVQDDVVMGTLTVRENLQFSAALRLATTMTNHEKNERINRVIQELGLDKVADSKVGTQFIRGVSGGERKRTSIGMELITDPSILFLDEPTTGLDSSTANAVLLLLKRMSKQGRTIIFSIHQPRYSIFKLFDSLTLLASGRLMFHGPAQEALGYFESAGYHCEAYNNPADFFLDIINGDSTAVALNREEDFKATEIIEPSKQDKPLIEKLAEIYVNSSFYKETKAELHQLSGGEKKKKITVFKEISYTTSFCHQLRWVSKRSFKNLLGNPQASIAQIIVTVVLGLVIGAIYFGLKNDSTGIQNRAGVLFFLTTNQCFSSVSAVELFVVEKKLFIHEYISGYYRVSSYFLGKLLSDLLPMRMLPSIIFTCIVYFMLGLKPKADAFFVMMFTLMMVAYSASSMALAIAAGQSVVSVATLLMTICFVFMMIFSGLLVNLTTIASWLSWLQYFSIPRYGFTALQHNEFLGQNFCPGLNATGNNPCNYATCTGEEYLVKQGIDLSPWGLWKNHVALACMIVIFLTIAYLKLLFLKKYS
#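 Test system: IgMXP3 cells (ABCG2) mixed with DDAO far-red-labelled CCRF-Adr cells (ABCB1). Reagent: JC-1 transporter substrate. Compound dosing: single test compound dose, 6.6 µM final. Times: 10 min compound exposure, 25 °C. Detection: flow cytometry of retained JC-1 fluorescence. Read-out basis: efflux inhibition in percent versus controls. Controls: nicardipine and DMSO wells.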
# Rab7 wt modul: modulators of GTP binding to Rab7, primary screen, biochemical, wildtype, multiplex bead flow cytometry; GST-Rab7 beads, fluorescent GTP binding; actives lie on both sides; untreated = 100%, excess cold GTP = 0%; AID 758, 2007; Rab7 GTPase wild type (dog), Bodipy-FL-GTP binding; hit rate 0.055% among 190,000; GTP binding activity (percent of control), % at 10 µM;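 active means fluorescent GTP binding to Rab7 beads changed by at least 20 points from the 100% baseline, either direction, mostly lower; inconclusive means compound itself probably fluorescent, or too few beads counted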;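 further: median green fluorescence of bound Bodipy-FL-GTP per Rab7 bead population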
# Cdc42 wt GTP: modulators of GTP binding to wildtype Cdc42, primary screen, biochemical, multiplex bead flow cytometry, Bodipy-GTP; percent activity (GTP binding), % at 10 µM; AID 761, 2007; Cell division control protein 42 homolog (Homo sapiens), P60953; hit rate 0.2% among 190,000; GST-Cdc42 beads; actives lie on both sides;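 active means percent activity GTP binding at least 20 points away from the 100% baseline, either down as inhibitor or up as activator; inconclusive means compound flagged as likely green fluorescent from well-wide comparison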;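 further: median bead fluorescence of bound Bodipy-FL-GTP at 100 nM; 0% = excess unlabeled GTP control and 100% = no compound control; below 100% means less GTP binding so inhibitor and above means activator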
# Target sequence (P60953 whole entry, looked up): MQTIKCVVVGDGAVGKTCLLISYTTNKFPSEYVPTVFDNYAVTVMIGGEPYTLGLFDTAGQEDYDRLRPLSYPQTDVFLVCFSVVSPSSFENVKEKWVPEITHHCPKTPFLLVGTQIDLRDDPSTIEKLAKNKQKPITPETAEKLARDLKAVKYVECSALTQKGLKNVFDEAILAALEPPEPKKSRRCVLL
# ABCB1 inh: ABCB1 efflux pump inhibitors, primary screen, cell-based, multiplex, flow cytometry, ABCG2 counter-screen; ATP-dependent translocase ABCB1 (Homo sapiens), P08183; CCRF-Adr cells, JC-1 efflux; inhibition, % at 6.6 µM; hit rate 0.067% among 190,000; AID 1326, 2008; in the data active means inhibition above about 40%;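 further: 0% = vehicle and 100% = reference inhibitor; higher value means more JC-1 retained so stronger ABCB1 efflux block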
# Avidin fluor: green autofluorescence of compounds with avidin beads – biophysical, 488/530 nm, flow cytometry, artefact control, profiling panel; compound fluorescence 488/530 nm; stronger effect = higher value; fluorescence (KMESF) at 10 µM; hit rate 0.38% among 220,000; in the data active means fluorescence above about 47; further: inactives centre near 10
# HRas wt GTP bind: modulators of GTP binding to HRas wildtype, primary screen, biochemical, bead-based flow cytometry, multiplex; AID 759, 2007; GST-Ras wt beads, Bodipy-FL-GTP binding; actives lie on both sides; GTPase HRas (Homo sapiens), P01112; GTP binding activity, % at 10 µM; hit rate 0.14% among 190,000;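 active means GTP binding activity at least 20% away from the 100% baseline, either lowered as inhibitor or raised as activator; inconclusive means flagged as likely green fluorescent, judged across all proteins in the well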;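 further: 0% = unlabeled GTP competition control and 100% = no-compound control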
# Target sequence (P01112 whole entry, looked up): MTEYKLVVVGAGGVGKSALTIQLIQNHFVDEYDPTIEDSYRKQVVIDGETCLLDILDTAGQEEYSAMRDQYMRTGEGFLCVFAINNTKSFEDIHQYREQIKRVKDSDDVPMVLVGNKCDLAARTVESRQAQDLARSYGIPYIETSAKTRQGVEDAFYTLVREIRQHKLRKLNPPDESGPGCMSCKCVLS
# Rab2A wt mod: modulators of GTP binding to Rab2A wildtype, primary screen, biochemical, dog, bead-based flow cytometry, multiplex; GST-Rab2 wt beads, Bodipy-GTP binding; AID 760, 2007; Ras-related protein Rab-2A (Canis lupus familiaris), P61105; GTP binding activity, % at 10 µM; hit rate 0.19% among 190,000;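 active means GTP binding activity at least 20 points away from 100%, either lowered or raised; inconclusive means signal likely due to the compound's own green fluorescence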;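 further: 0% = beads with excess unlabeled GTP and 100% = no-compound control corrected for plate trend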
# GSH bead fluor: compound fluorescence on glutathione beads, profiling panel, artefact control, biophysical, 488/530 nm, flow cytometry | GSH beads flow cytometry, compound fluorescence 488/530 nm; stronger effect = higher value | fluorescence (KMESF) at 10 µM | hit rate 0.25% among 190,000; in the data active means fluorescence above about 89;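 further: glutathione beads carrying GST-tagged Bcl family fusion proteins plus one bare bead set; values are compound well signal with DMSO vehicle wells as background; inactives centre near 16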
# Pf gametocyte: late stage P. falciparum gametocyte viability inhibitors, primary screen, ATP luminescence, HTS; AID 743093, 2013; hit rate 0.065% among 150,000; inhibition, % at 10.9 µM; P. falciparum stage V gametocytes, 24 h;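 active means inhibition above the mean plus 3 SD of compounds within the control limits, set per campaign, cut at about 38% in these data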;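 further: 0% = DMSO wells and 100% = medium only without gametocytes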
# Rac1 wt GTP bind: wildtype Rac1 GTP binding modulators, primary screen, biochemical, GST-Rac1 beads, flow cytometry, multiplex; GTP binding activity (% of control), % at 10 µM; hit rate 0.27% among 190,000; fluorescent GTP binding; actives lie on both sides; 0 = cold GTP competed, 100 = untreated;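 active means GTP binding activity at least 20 points away from the 100% control level, either lower or higher; inconclusive means compound flagged as likely green fluorescent, judged across all proteins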
# An asterisk follows results filed as active; u = inconclusive; x = no result given. This is a random part of the collection, and some 1.1% of all compounds hit somewhere here.
SMILES,Rac1 act GTP bind,ABCG2 block,Rab7 wt modul,Cdc42 wt GTP,ABCB1 inh,Avidin fluor,HRas wt GTP bind,Rab2A wt mod,GSH bead fluor,Pf gametocyte,Rac1 wt GTP bind
CCOC(=O)N1CCC(NC(=O)CN2C(=O)C(CC)Oc3ccc(C)cc32)CC1 (stereo not given),95,-1,95,100,0.3,11,98,97,30,x,96
N#Cc1nc(-c2ccc(Cl)cc2)oc1NCC1CCCO1 (stereo not given),95,9,94,99,0.3,10,91,92,15,23,98
Cc1cc(C)n2nc(SCC(=O)c3ccccc3)nc2n1,103,36,99,106,0.3,21,103,99,25,2,107
O=c1[nH]c2cc3c(cc2cc1C(c1nnnn1CC1CCCO1)N1CCCCCC1)OCCO3 (stereo not given),100,4,101,103,0.8,33,103,100,24,-10,104
O=C(NCCO)c1cccc(Nc2nc(-c3ccccc3)c3cc(Cl)ccc3n2)c1,99,4,96,99,0.4,9,99,100,9,5,103
Cc1ccc(CNC(=O)C2CC(c3ccccc3[N+](=O)[O-])=NO2)o1 (stereo not given),101,5,99,98,0.3,14,97,98,34,-13,98
CCN(CC)C(=O)N1CCN(C(=O)N2CCOCC2)CC1,98,0,97,98,-0.1,6,97,97,17,-5,100
Cc1ccc(CNC(=O)CCC2CCCN(C(=O)c3ccc4c(c3)OCO4)C2)o1 (stereo not given),97,8,101,98,0.8,2,99,98,14,9,100
COc1ccccc1N1C(=O)N(C(C)=O)C2C1Nc1ccccc1N2C (stereo not given),95,4,97,94,0.6,33,95,97,23,x,98
O=S(=O)(O)c1nc2ccccc2n1Cc1ccc(Cl)cc1,97,2,103,101,0.7,10,104,101,8,7,103
O=C(Nc1cccc(S(=O)(=O)Nc2ccccc2F)c1)c1ccc2ccccc2n1,87,1,99,91,-0.1,12,91,91,72,-10,92
CC1(C)CC(=O)c2c(oc3cc(O)c(O)cc23)C1,102,9,105,102,-0.3,12,102,100,34,-29,105
Cc1ccc(OCc2nnc(SCC(=O)Nc3ccc4c(c3)OCO4)n2C)cc1,96,0,101,100,0.1,11,100,99,66,-10,104
O=C(NCc1ccccc1)C1CCC(CNc2c(N3CCCCC3)c(=O)c2=O)CC1 (stereo not given),97,2,97,99,1.1,7,98,99,18,x,98
CCCCCCCCCCC(=O)Nc1cccnc1,95,0,104,93,-0.1,9,95,98,10,-18,99
O=c1c(Sc2ccccc2)c(C(F)(F)F)[nH]n1-c1ccccc1,99,0,102,100,0.0,8,100,100,33,-14,100
N#CCCN(C(=O)COC(=O)c1ccc2c(=O)n3c(nc2c1)CCC3)c1ccc(F)cc1,95,11,95,97,1.0,9,97,96,16,-15,95
N#CC1=C(SCc2ccccc2)NC(=O)CC1c1ccco1 (stereo not given),100,1,101,98,0.5,9,99,99,22,4,106
Cc1cccc(NC(=O)[C@H](Cc2ccccc2)NC(=O)OCc2ccccc2)c1,u,15,u,u,0.6,15,u,u,5,-2,u
COc1cccc(N2CCN(Cc3nc4ccccc4c(=O)[nH]3)CC2)c1,101,9,99,104,0.5,11,102,101,27,9,104
O=[N+]([O-])c1ccccc1N/N=C/c1cc2ccccc2nc1Cl,93,0,93,95,-0.3,6,93,91,39,-5,96
CC(=O)c1ccc2noc(-c3ccccc3)c2c1,97,14,98,101,0.3,19,99,101,12,-1,102
CCOC(=O)c1sc(=NC(=O)C2CC2)n(C)c1C,94,0,101,95,-0.1,24,95,97,20,-7,93
COCCn1c(=S)[nH]c2cc(C(=O)NCCCN3CCOCC3)ccc2c1=O,98,2,105,105,0.2,6,104,105,17,x,104
C=CCN=C(CC)C1=C(O)CCCC1=O,99,0,99,103,0.1,33,101,101,10,x,103
Fc1cccc(CSc2ccc3nnc(-c4cccnc4)n3n2)c1,u,35,u,u,1.2,13,u,u,9,18,u
Cc1ccc(C(=O)c2ccccc2C(=O)OCC(=O)NC(=O)NC(C)(C)C)cc1,93,2,94,101,0.9,9,86,106,17,-20,87
CCOC(=O)C1=C(C)N(C)C(C)=C(C(=O)OCC)C1c1ccsc1,93,10,106,97,1.8,10,100,101,20,27,102
Cc1cc(OCCn2cnc3ccccc3c2=O)ccc1[N+](=O)[O-],102,1,105,103,0.5,7,104,104,13,26,103
COC(=O)c1ccc(NC(=O)Cn2nc(-c3ccncc3)nc2SCC(=O)Nc2nccs2)cc1,100,-1,98,101,-0.5,30,101,100,14,-5,101
Fc1ccc(CNc2nc(-c3ccco3)cc(C(F)(F)F)n2)cc1,93,1,95,99,0.2,27,97,96,20,x,94
CCOC(=O)c1ccc(N2C(=O)C(O)=C(C(C)=O)C2c2ccccc2)cc1 (stereo not given),96,6,99,100,-0.2,22,101,101,12,22,103
CCOC(=O)C1CCN(c2ccc([N+](=O)[O-])cc2)CC1,97,0,106,97,-0.1,25,99,99,11,2,96
COCCn1cnc2cc(C)c(C)cc21,99,1,100,103,0.2,9,104,103,27,3,102
Cc1ccc(-c2nnc(NCc3nc4ccccc4[nH]3)c3ccccc23)cc1S(=O)(=O)N1CCOCC1,95,1,100,98,0.3,14,96,97,19,x,98
O=C(N[C@@H](Cc1ccccc1)C(=O)O)c1c(F)c(F)c(F)c(F)c1F,95,2,104,98,0.9,7,98,99,20,x,100
O=C(N/N=C/c1ccc[nH]1)c1ccc([N+](=O)[O-])cc1,102,20,100,99,0.6,9,98,100,9,-24,104
CC(=O)c1ccc(NC(=O)c2c(C)nn(-c3ccccc3)c2Cl)cc1,94,24,97,96,0.8,11,93,93,10,-3,99
COC(=O)c1ccccc1NC(=O)C1CCCN(S(=O)(=O)c2ccc(OC)cc2)C1 (stereo not given),99,6,100,97,0.9,9,99,98,30,-10,98
O=C(CCN1CCN(c2ccccc2)CC1)N/N=C/c1ccc(O)c(O)c1O,89,-5,99,84,-0.1,9,85,82,6,x,80
O=C1C=C(O)C(n2cncn2)C(c2ccc(F)cc2)C1 (stereo not given),93,3,93,92,0.4,17,93,92,16,x,94
COc1ccc(N2C(=O)/C(=C\c3ccco3)N=C2SCC(=O)NC(C)(C)C)cc1Cl,99,2,98,100,-4.7,15,101,101,12,5,106
CCc1ccccc1NC(=O)N[C@H](C(=O)O)C(C)CC (stereo not given in full),98,-5,100,103,-1.6,15,99,101,31,x,106
O=C(/C=C/c1ccc(S(=O)(=O)N2CCOCC2)cc1)NC(=S)NCCCn1ccnc1,96,7,98,98,1.0,10,96,97,24,10,98
CCOC(=O)N1CCC(Nc2c(Nc3ccc(C)c(C)c3)c(=O)c2=O)CC1,101,12,96,100,0.9,31,99,100,10,x,103
COc1cc(/C=C2/C(=O)N=C(N)N2C)cc(OC)c1OC,97,0,96,97,0.1,15,99,97,8,x,98
O=c1ccccn1Cc1c(F)cccc1Cl,102,2,101,109,0.0,18,104,105,37,x,109
O=C(NC(=S)NCCc1ccccc1)C1CCCCC1,96,26,97,97,0.8,17,99,97,10,-3,101
Cc1ccnc(N2C(=O)CSC2c2ccc(Cl)cc2)c1 (stereo not given),98,18,102,101,3.3,5,102,101,14,x,105
Cc1ccc(F)c(NC=C2C(=O)OC(C)(C)OC2=O)c1,98,1,100,102,0.5,20,101,102,16,-8,105
COC(=O)CCNS(=O)(=O)c1ccc2ccccc2c1,u,-2,u,u,0.0,66*,u,u,6,-5,u
CC(C)(C)NCC(O)COc1ccccc1C(=O)CCc1ccccc1 (stereo not given),94,2,85,96,1.4,8,84,91,22,x,95
Cc1ccc(/C=C(\C#N)c2nc3ccccc3[nH]2)s1,100,0,97,98,0.0,6,99,98,42,x,103
CC1(C)Cc2ccccc2C(Nn2cnnc2)=N1,97,-1,99,100,-0.1,27,98,99,36,5,99
CC(=O)c1sc(NC(=O)c2ccc(C(C)(C)C)cc2)nc1C,94,3,97,96,0.0,12,96,93,25,-10,97
N#C/C(C(N)=O)=C1/CCc2ccccc2N1,94,1,101,94,0.1,9,98,95,11,x,95
COc1ccc(NC(=O)Cc2c(F)cccc2Cl)cc1,97,3,93,95,0.2,21,96,95,8,-17,96
O=C(NC(=S)Nc1ccccc1)c1csnn1,100,0,101,104,-0.8,10,101,104,35,x,109
CC1(C)CC(=O)C(C=NCCN2CCN(C3CC(=O)N(c4ccc(Br)cc4)C3=O)CC2)=C(O)C1 (stereo not given),94,-2,99,93,-0.8,9,95,96,9,-19,94
CS(=O)(=O)N(Cc1ccc(F)cc1)Cc1nc2ccccc2c(=O)[nH]1,100,3,96,105,0.8,14,104,105,23,16,102
# (further entries)
SMILES,Rac1 act GTP bind,ABCG2 block,Rab7 wt modul,Cdc42 wt GTP,ABCB1 inh,Avidin fluor,HRas wt GTP bind,Rab2A wt mod,GSH bead fluor,Pf gametocyte,Rac1 wt GTP bind
O=C(O)CC1(CC(=O)Nc2ccc3ccccc3c2)CCCCC1,96,4,93,98,0.3,10,97,94,4,x,96
CC1=CCn2c(=O)c3ccccc3c(=O)n2C1,99,-3,97,100,-0.9,5,99,99,9,x,103
CCN(CC)CCNC(=O)C1c2cc(OC)c(OC)cc2C(=O)N(C)C1c1cccs1 (stereo not given),95,1,109,97,-0.1,9,98,101,15,13,99
COCCn1c(SC2CCCCC2=O)nnc1-c1ccncc1 (stereo not given),99,0,104,100,0.1,13,99,97,11,3,102
Cc1cccnc1NC(=S)Nc1ccc(Cl)c(Cl)c1,96,4,94,97,0.6,11,97,97,16,-20,100
O=C(NNC(=O)c1ccc(Br)o1)c1ccc(NC(=O)c2ccccc2)cc1,94,5,107,96,0.1,11,100,101,20,-1,100

# High-throughput results: PubChem BioAssay, several laboratories
